SW480 rerep: A quantitative high throughput screen for small molecules that induce DNA re-replication in SW480 colon adenocarcinoma cells; Potency, µM (series often up to 46.1 µM), inactives show at the highest dose re-replication activation, usual class: activators; actives 1.8% (n = 340,000); SW480 DNA re-replication, Hoechst DNA content imaging, 48 h; further: % of control where 0% means no effect; nearly all actives have a fitted effect of over 55% in size
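250 cells/well; 23 nL cpd via pin tool; 48 hr, 37 C, 5% CO2; Hoechst 40 min; imager read of total nuclear intensity, ex 405/em 500-530 nm.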
GLP1R cytotox: qHTS of GLP-1 Receptor Inverse Agonists: Cytotox Screen; HEK293 cAMP-luciferase reporter cells, luminescence, 24 h; Potency, µM (highest dose often 38.3 µM), for the others: at the top dose activity change, negative = inhibition, usual class: inhibitors; actives 0.13% (n = 410,000); AID 624418, 2012;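 further: loss of luciferase light is scored as toxicity; on the % scale 0 is the no-effect control and ±100 the full control effect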
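Luminescence readout: signal drop marks cytotoxicity. Plated cells grew 12 h at 37 °C, 5% CO2, received 23 nL compound for 24 h, then got luciferase reagent, read after 12 min at RT.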
HT1080 IDH1KD tx: qHTS for induction of synthetic lethality in tumor cells producing 2HG: qHTS for the HT-1080-IDH1KD cell line; HT-1080 IDH1 knockdown viability, ATP luminescence, 48 h; Potency, µM (doses to about 46.1 µM), for the others: top-dose activity, negative = toxicity, hits mostly cytotoxic; actives 2% (n = 360,000);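 further: 0% = DMSO wells and -100% = cell-free medium wells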
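After a 2 h attachment period, IDH1KD HT-1080 cells took pin-transferred compound for 48 h at 37 °C; ATP-based luminescence after 10 min room-temperature reagent incubation reported viability.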
GLP-1R inv ag: qHTS of GLP-1 Receptor Inverse Agonists (Inhibition Mode) | Glucagon-like peptide 1 receptor (Homo sapiens), P43220 | HEK293 GLP-1R CRE-luciferase, luminescence, 24 h; GLP-1R form is constitutively active | Potency, µM (titrated, usually from 38.3 µM), inactives show at the top dose activity change, negative = inhibition, hits mostly inhibitors | actives 1.6% (n = 410,000); further: on the % scale 0 is the no-effect control and ±100 the full control effect; nearly all actives have a fitted effect of over 55% in size
Target sequence (P43220 whole entry, looked up): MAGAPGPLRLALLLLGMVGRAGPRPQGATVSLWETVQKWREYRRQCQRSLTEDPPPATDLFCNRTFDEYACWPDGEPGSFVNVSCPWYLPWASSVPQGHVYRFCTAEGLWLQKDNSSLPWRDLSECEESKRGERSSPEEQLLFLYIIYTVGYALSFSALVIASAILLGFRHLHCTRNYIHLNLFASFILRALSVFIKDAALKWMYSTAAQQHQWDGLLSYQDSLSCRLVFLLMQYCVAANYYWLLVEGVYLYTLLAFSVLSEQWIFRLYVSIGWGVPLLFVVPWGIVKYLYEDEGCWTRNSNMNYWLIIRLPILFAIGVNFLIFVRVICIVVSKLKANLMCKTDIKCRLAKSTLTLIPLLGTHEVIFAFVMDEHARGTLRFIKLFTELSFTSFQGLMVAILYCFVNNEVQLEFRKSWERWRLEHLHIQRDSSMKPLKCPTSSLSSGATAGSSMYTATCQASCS
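GLP-1R inverse agonism mode: basal reporter luminescence in engineered HEK293 cells measured after one day of compound exposure at 37 deg C, with a 12 min room-temperature detection step.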
KB-3-1 cytotox: qHTS assay for MDR1-selective chemotherapeutics: Primary screen using the parental adenocarcinoma cell KB-3-1; Potency, µM (top dose mostly 46.1 µM), without a hit: top-dose activity change, negative = cytotoxic, hits mostly cytotoxic; actives 1.4% (n = 400,000); KB-3-1 viability, CellTiter-Glo ATP luminescence, 72 h; further: on the % scale 0 is the no-effect control and ±100 the full control effect; nearly all actives have a fitted effect of over 60% in size
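Luminescent ATP read-out (CellTiter-Glo) measures survival of drug-naive KB-3-1 cells after 72 h compound exposure at 37 °C. Titration series was screened from lowest to highest concentration, with DMSO vehicle plates as background controls.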
TDP43 rescue: qHTS of TDP-43 Inhibitors | actives 1.8% (n = 410,000) | TDP-43 expressing yeast growth rescue, BacTiter-Glo, 24 h | Potency, µM (highest dose often 46.1 µM), without a hit: at the highest dose growth rescue (activation), usual class: activators | AID 652104, 2013; further: % of control where 0% means no effect; nearly all actives have a fitted effect of over 50% in size
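Readout is BacTiter-Glo luminescence of cell growth, so inhibitors register as activators. TDP-43-expressing yeast at OD600=0.02 in galactose medium, after raffinose pregrowth to mid-log, were incubated with compound for 24 hr at 30 deg C.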
GLP1R ag: qHTS of GLP-1 Receptor Agonists; actives 0.007% (n = 380,000); AID 624172, 2012; Glucagon-like peptide 1 receptor (Homo sapiens), P43220; Potency, µM (top dose mostly 45.6 µM), inactives show at the top dose activation, hits mostly activators; HEK293 GLP-1R CRE-luciferase, luminescence, 4-6 h; cells express a hypersensitive GLP-1R form; further: % of control where 0% means no effect
KB-V1 MDR tox: qHTS assay for MDR1-selective chemotherapeutics: Primary screen using the drug-selected MDR subline cells KB-V1; KB-V1 MDR cells viability, CellTiter-Glo, 72 h; Potency, µM (top dose mostly 46.1 µM), for the others: top-dose activity change, negative = cytotoxicity, most hits filed as cytotoxic; actives 3.4% (n = 400,000); AID 1347076, 2019; further: on the % scale 0 is the no-effect control and ±100 the full control effect; nearly all actives have a fitted effect of over 60% in size
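Compound-treated KB-V1 multidrug-resistant cells, 72 h, 37 degrees C; viability by CellTiter-Glo. Fitted qHTS curves give the values.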
HT1080NT lethal: qHTS for induction of synthetic lethality in tumor cells producing 2HG: qHTS for the HT-1080-NT fibrosarcoma cell line; actives 1.6% (n = 360,000); AID 686970, 2013; Potency, µM (series often up to 46.1 µM), inactives show top-dose activity, negative = less viability, usual class: cytotoxic; HT-1080-NT fibrosarcoma viability, CellTiter-Glo ATP luminescence, 48 h;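 further: NT is the 2HG producing partner of a matched IDH1 knockdown line; 0% = DMSO-treated cells and -100% = media-only wells without cells; nearly all actives have a fitted effect of over 55% in size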
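A 48-hour cytotoxicity screen used HT-1080-NT cells plated 2 hours before compound delivery. ATP-based CellTiter-Glo luminescence measured viability, normalized to DMSO and no-cell controls.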
Numbers without * were called inactive; ? = inconclusive; . = not tested or not shown; & = joins results of further samples; [ ] = another dose, or the depositor's remark. The call rests on the fitted dose curve; in most records, active means well fitted curve in the direction sought with a large enough effect; inconclusive means small, poorly fitted or top-dose-only effect, or another doubt; inactive means no such curve, though single readings can be large; an effect the other way counts as inactive or inconclusive. Potency means the concentration at half of the fitted maximal effect.

smiles | SW480 rerep | GLP1R cytotox | HT1080 IDH1KD tx | GLP-1R inv ag | KB-3-1 cytotox | TDP43 rescue | GLP1R ag | KB-V1 MDR tox | HT1080NT lethal
COc1ccc2[nH]c3c(c2c1)CCN1C(=O)C(CC(=O)NCc2ccco2)C[C@H](C(=O)N(C(C)C)C(C)C)[C@@]31C (stereo not given in full) | 2% | 1% | -8% | ? | -3% | 19% | 2% | 0% | -5%
CCC(=O)Nc1ccc(-c2nc3ccccc3c(=O)o2)cc1 | 10% | 4%[7.66 µM] | 3% | -11%[7.66 µM] | 15% | 19%[9.22 µM] | 0% | 0% | -1%
CCOP(=O)(O)c1cccc(OCCOCCOc2cccc(P(=O)(O)OCC)c2)c1 | 0% | 3% | 8% | 20% | 6% | -1% | -8% | 33% | -2%
CCc1cccc2c(C#N)cn(CC(=O)NCc3ccco3)c12 | 14%[9.22 µM] | -2% | -5% | ? | 0% | 4% | 3% | -15% | -16%
O=C(NCc1ccccn1)c1ccc(Cl)c(S(=O)(=O)Nc2ccccc2C(=O)NCc2ccccn2)c1 | 1% | -8% | -1% | 8% | 1% | -19% | 19% | -6% | -2%
CN1C(=O)c2ccccc2Cc2c(NCc3ccccc3)ncnc21 | . | -17% | -19% | ? | ? | ? | -3% | ? | -10%
C=CCNC(=S)N/N=C(\C)c1ccc(OC)cc1 | ? | ? | 2% | ? | 0% | -4%[0.397 µM] | 21% | -4% | 5%
O=C(Cn1[nH]c(=O)c2ccccc2c1=O)OCC(=O)c1ccccc1 | 2% | 2% | 5% | 1% | 12% | 19% | -7% | 2% | 4%
COc1ccccc1OCCn1cc(/C=N/n2cnnc2)c2ccccc21 | -2% | 3%[1.53 µM] | 1% | -5% | -2% | 13% | 2% | ? | -2%
CCCN(C(=O)Cn1ncc2c([nH]c3ccccc32)c1=O)c1ccc(F)cc1 | . | -8% | . | ? | 10% | -1% | . | 6% | .
O=C(c1sc2ccccc2c1Cl)N(Cc1ccco1)C1CCS(=O)(=O)C1 (stereo not given) | -4% | 12% | -13% | 4% | 4% | -14% | -4% | ? | 3%
CC(Sc1ncnc2c1cnn2-c1ccccc1)C(=O)Nc1ccc(N2CCOCC2)cc1 (stereo not given) | 2% | 1% | 0% | 7% | 4% | 19% | -4% | 11% | 1%
COc1cc(NC(=O)Cn2cnc(S(=O)(=O)N3CCCCC3)c2)cc(OC)c1OC | 11% | -3% | -1% | 15% | -3% | -32%[inhibitor] | -3% | ? | -1%
COC(=O)c1nnn(Cc2ccccc2)c1N | 5% | 24% | -1% | 12% | -3% | -6% | 3% | 14% | -1%
COc1cccc(Nc2ccc3cc(S(=O)(=O)N4CCC(C)CC4)ccc3n2)c1 | . | 1% | . | ? | ? | 13µM* | . | ? | .

Three compounds out of the list, arranged by count of non-hydrogen atoms, low to high.
smiles | SW480 rerep | GLP1R cytotox | HT1080 IDH1KD tx | GLP-1R inv ag | KB-3-1 cytotox | TDP43 rescue | GLP1R ag | KB-V1 MDR tox | HT1080NT lethal
COC(=O)c1nnn(Cc2ccccc2)c1N | 5% | 24% | -1% | 12% | -3% | -6% | 3% | 14% | -1%
CCOP(=O)(O)c1cccc(OCCOCCOc2cccc(P(=O)(O)OCC)c2)c1 | 0% | 3% | 8% | 20% | 6% | -1% | -8% | 33% | -2%
O=C(NCc1ccccn1)c1ccc(Cl)c(S(=O)(=O)Nc2ccccc2C(=O)NCc2ccccn2)c1 | 1% | -8% | -1% | 8% | 1% | -19% | 19% | -6% | -2%

Later entries
smiles | SW480 rerep | GLP1R cytotox | HT1080 IDH1KD tx | GLP-1R inv ag | KB-3-1 cytotox | TDP43 rescue | GLP1R ag | KB-V1 MDR tox | HT1080NT lethal
COc1ccc(CCNC(=O)CCCN2C(=O)C(c3ccccc3)Oc3cccnc32)cc1OC (stereo not given) | -7% | 0% | -1% | 11% | 15% | 11% | 15% | -8% | -1%
O=C(Cn1c2ccc(F)cc2c2nc3n(c(=O)c21)CCS3)NCC1CCCO1 (stereo not given) | -5% | -3% | -2% | -11% | 27% | -19% | 1% | -18% | -13%
O=C(COC(=O)Cc1ccccc1[N+](=O)[O-])NNC(=O)c1ccc([N+](=O)[O-])cc1 | -12% | 6% | 5% | -1% | 14% | 15% | -8% | -9% | 3%
O=C(COc1cc2oc(=O)c3c(c2cc1Cl)CCCC3)NCC1CCC(C(=O)O)CC1 (stereo not given) | -6% | 2% | 7% | 27% | -7% | -5% | -2% | ? | 1%
O=S(=O)(c1ccccc1)c1nc(-c2ccc(F)cc2)oc1N1CCOCC1 | -13% | 16%&0% | -13% | 0%&2% | -4%&1% | 3%&-5% | -1% | ? | -2%
CN(CCc1ccccc1)C(=O)c1cccc(NC(=O)Cc2cccc(NC(=O)C3CCCN(C(=O)C4CC4)C3)c2)c1 (stereo not given) | -31%[inhibitor] | 1% | 4% | -11% | 0% | 16% | -6% | 0% | -1%
CC(C)OC(=O)c1ccc(Cn2nnc3sc4c(c3c2=O)CCCC4)cc1 | . | -13% | . | -5% | 0% | 19% | . | 12% | .
CCCCNCc1cccn1-c1ccccc1 | ? | -11% | 6% | -22% | 0% | 2% | -5% | ? | 10%
COC(=O)C1OCOC2C(C(=O)OC)OCOC12 (stereo not given) | -6% | -6% | 19% | 0% | 4% | -6% | 11% | 11% | 9%
CC(C)COP(=O)(OCC(C)C)C(Nc1ccccc1)c1ccc(F)cc1 (stereo not given) | ? | 3% | -25% | ? | ? | 19% | 3% | 0% | ?
O=S(=O)(NN=C1CCCCCCC1)c1ccccc1 | . | 1% | -1% | 7% | 0% | 13% | -6% | 20% | -2%
CCOC(=O)N1CCN(C(=O)C2CCN(S(=O)(=O)N3CCC4(CC3)OCCO4)CC2)CC1 | 14% | 13% | 7% | -25% | 27% | 10% | 3% | 21% | 22%
CCN(C(=O)CN1c2ccccc2CC1C)c1c(N)n(Cc2ccccc2)c(=O)[nH]c1=O (stereo not given) | 11% | -3% | 4% | -2% | -5% | -12% | 7% | 0% | 0%
Cc1cccc2c(N=NC(=O)c3ccc(NS(=O)(=O)c4cccs4)cc3)c(O)[nH]c12 | ? | 0% | -1% | 22% | -7% | -23% | -3% | -8% | 2%
CCCC(=O)Nc1ccc(Br)cn1 | -4% | 3% | 5% | 5% | 15% | 12% | -7% | 17% | 12%

More records
smiles | SW480 rerep | GLP1R cytotox | HT1080 IDH1KD tx | GLP-1R inv ag | KB-3-1 cytotox | TDP43 rescue | GLP1R ag | KB-V1 MDR tox | HT1080NT lethal
O=C(NNC(=O)C1C2C=CC(C2)C1C(=O)O)c1ccccc1O (stereo not given) | -7% | 5% | 3% | 18% | -2% | -22% | 20% | 11% | 1%
O=C(COC(=O)/C=C/C(=O)N1CCN(c2ccccc2)CC1)NC(c1ccccc1)c1ccccc1 | ? | -3% | -14% | -21% | -12% | 18% | -3% | -15% | -7%
Clc1cc(Cl)c2nc(N3CCOCC3)sc2c1 | -8% | 2% | 2% | 0% | ? | ? | 31% | ? | 7%
C=CCNc1ncnc2c1ncn2[C@H]1CN(Cc2cccc3ccccc23)C[C@@H](CO)O1 | . | -14% | 1% | -21% | -1% | 1% | 27% | 2% | -10%
N/C(=N\OS(=O)(=O)c1cc(Cl)ccc1Cl)c1ccncc1 | -3% | 3% | 7% | -7% | 11% | 8% | -2% | 11% | 4%
O=C(Nc1ccc2oc(-c3cccnc3)nc2c1)c1ccc(-c2ccc(Cl)cc2)o1 | . | -9% | . | 9% | -5% | 30% | . | -2% | .
O=c1/c(=C\c2cc([N+](=O)[O-])cc([N+](=O)[O-])c2O)sc2nc3ccccc3n12 | -2% | -4% | 7% | -3% | -6% | -14% | -7% | 9% | 5%
COc1cccc(/C=C/C(=O)OCC(=O)Nc2cccc(S(=O)(=O)N3CCOCC3)c2)c1OC | -7% | 2% | 10% | 6% | -2% | -1% | 8% | 4% | 19%
Cn1c(SCC(=O)NCC2CCCO2)nc2scc(-c3ccccc3)c2c1=O (stereo not given) | -2% | -4% | -2% | 8% | 5% | 20% | 10% | -25% | -3%
CC(Oc1ccc(Cl)cc1Cl)/C(N)=N/O (stereo not given) | -9% | 5% | -4% | 2% | -4% | -10% | 0% | -2% | -10%
CC(C)c1cc2c(c(O)c1O)[C@@]13CCCC(C)(C)C1CC2OC3=O (stereo not given in full) | ? | -17% | ? | -12% | ? | -4% | -5% | 16% | -29%
COc1ccccc1CN(C(=O)CNC(=O)c1ccco1)C(C(=O)NCC1CCCO1)c1ccc(OC)c(OC)c1 (stereo not given) | -16% | -4% | 1% | 7% | -16% | -18% | 0% | ? | -10%
Cc1cc(C)cc(C(=O)NCC(=O)N2CCN(C(c3ccccc3)c3ccccc3)CC2)c1 | ? | -27% | ? | ? | ? | -13% | 9% | 18µM* | ?
CC(C)C(=O)N1CCC(CN=CC2=C(O)CC(C)(C)CC2=O)CC1 | -6% | -5% | 17% | 10% | 0% | -13% | -5% | 12% | 21%
O=C(CSc1ccccn1)Nc1cccc([N+](=O)[O-])c1 | 3% | 10% | -15% | 9% | 5% | 10% | 16% | -18% | -18%
CC(C(=O)NCc1cccnc1)N1C(=O)c2ccccc2C1=O (stereo not given) | 3% | -3% | 16% | 0% | 8% | 17% | -16% | ? | 17%
COCCN1Cc2cccc(C(=O)Nc3ccc(C)cc3)c2C1=O | 4% | 3% | -5% | 9% | -4% | -5% | 18% | ? | 6%

From PubChem BioAssay
